Screens from PubChem.
All columns: NCI-60 one-dose screen, growth in % after 48 h at 10 µM unless noted; 100 = growth as untreated, 0 = no growth, -100 = all killed.
K-562: K-562 leukemia; actives 7.4% (n = 78,000); AID 1794777
MOLT-4: MOLT-4 leukemia cells | actives 6.9% (n = 80,000)
MDA-MB-468: MDA-MB-468 breast cancer | actives 8.5% (n = 78,000)
MCF7: MCF7 breast cancer; AID 1794796; actives 6.3% (n = 82,000)
SR: SR leukemia cells. actives 8.7% (n = 73,000)
MDA-MB-231: MDA-MB-231 breast cancer. actives 5% (n = 81,000)
MDA-MB-435: MDA-MB-435 melanoma; actives 7.8% (n = 82,000); AID 1794794
RPMI-8226: RPMI-8226 leukemia cells; actives 7.5% (n = 77,000); AID 1794781
* hit, by the source's call. The calls were made as follows: active = growth percent below 10; inactive = the rest. These rows are one share of the data; rates above refer to the full screens.

SMILES	K-562	MOLT-4	MDA-MB-468	MCF7	SR	MDA-MB-231	MDA-MB-435	RPMI-8226
CCC1C(=O)OCC1Cc1cncn1C (configuration not stated)	90	94	96	97	96	122	97	101
